Source: PubChem (several laboratories)
AI-2 QS modul – Vibrio harveyi AI-2 quorum sensing modulation. Vibrio harveyi JMH597 AI-2 luminescence/OD600 ratio, 9 h; stronger effect = lower value; strain lacks LuxN and CqsS sensors; 0 = neutral-control median. activity change, % at 7.5 µM. actives 0.4% (n = 300,000). AID 2094; in the data active = activity change below about -75%, passing the limit was not always enough; inconclusive = no clear call, values can overlap the other calls;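 note: luminescence divided by OD600 gain over 9 h not by final OD600 alone; inactives centre near 13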
HSF1 inh – HSF1 inhibition; NIH3T3-HGL HSE-luciferase, MG132-induced, luminescence 8 h; stronger effect = lower value; activity change, negative = inhibition, % at 7.5 µM (by protocol); actives 0.77% (n = 300,000);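 active = more than half of replicate wells show activity change below -50%, luminescence cut by over half; inconclusive = some wells, but at most half, below -50%; inactive = no replicate well below -50%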;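 note: luciferase reports HSF-1 transcriptional activity via heat shock element; 0% = median of DMSO wells and -100% = zero luminescence signal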
aSyn 5UTR inh – 5' untranslated region of α-synuclein, MLPCN primary screen; alpha-synuclein 5'UTR reporter, inhibitor activity; inhibition, % (tested at 7.5 µM); actives 0.82% (n = 300,000); AID 1813; in the data active = inhibition above about 60%; inconclusive = no clear call, values can overlap the other calls;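 note: H4 neuroglioblastoma cells stably carrying SNCA 5'UTR luciferase fusion; 0% = DMSO wells and 100% = positive control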
HIF act – HIF pathway transcriptional activation; actives 0.32% (n = 300,000); AID 1910; activation, % at 7.5 µM (by protocol); U2OS HRE-luciferase reporter, luminescence; normalized: DMSO 0%, desferrioxamine 100%;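 active = mean activation of at least 10% of the iron chelator positive control signal, with at least half of replicates also reaching 10%; inconclusive = mean and replicate majority disagree about reaching 10%; inactive = mean and most replicates under 10%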
GSK3B inh – human GSK3beta kinase inhibition. P49841. GST-GSK3beta kinase, ADP-Glo luminescence, 60 min; stronger effect = lower value. activity score (negative = inhibition), % at 10 µM. actives 0.038% (n = 300,000). AID 2097;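 active = more than half of replicate wells score below -50%, meaning over 50% inhibition versus plate controls; inconclusive = some replicates but at most half score below -50%; inactive = no replicate scores below -50%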;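 note: 0% = median DMSO wells and -100% = median GW8510 positive control wells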
Target sequence (P49841 whole entry, looked up): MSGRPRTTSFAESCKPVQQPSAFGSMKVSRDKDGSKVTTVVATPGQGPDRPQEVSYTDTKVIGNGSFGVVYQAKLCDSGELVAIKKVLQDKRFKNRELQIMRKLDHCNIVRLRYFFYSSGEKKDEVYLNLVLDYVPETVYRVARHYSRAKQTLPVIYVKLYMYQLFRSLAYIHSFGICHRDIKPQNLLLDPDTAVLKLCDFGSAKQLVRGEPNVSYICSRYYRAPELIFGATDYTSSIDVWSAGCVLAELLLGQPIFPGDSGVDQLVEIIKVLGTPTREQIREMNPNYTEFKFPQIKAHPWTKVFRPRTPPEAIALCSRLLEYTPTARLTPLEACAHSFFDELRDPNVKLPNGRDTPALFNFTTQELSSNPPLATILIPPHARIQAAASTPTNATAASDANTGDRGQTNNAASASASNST
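Test system: GST-tagged human GSK3beta kinase, cell-free; evaluation: activity score scaled between in-plate DMSO and GW8510 controls; measured by: ADP-Glo luminescence; incubation: 60 min reaction, RT; benchmarks: DMSO and 20 µM GW8510; reagent: peptide substrate plus 25 µM ATP (final); medium: Tris/MgCl2 kinase buffer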
KLF5 inhibitor – suppresses KLF5 promoter-driven expression | DLD-1 KLF5 promoter-luciferase reporter, luminescence | inhibition, % at 5 µM | actives 0.23% (n = 290,000);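 active = inhibition above a per-plate limit of that plate's mean compound inhibition plus 3 SD, cut at about 60% in these data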;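 note: 0% = DMSO wells and 100% = LY294002 at 200 µM; higher means less KLF5 promoter-driven luciferase light; inactives centre near -14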
HSF-1 act – increases HSF-1 driven luciferase reporter signal; AID 504408; actives 1.7% (n = 300,000); NIH3T3-HGL HSF-1 luciferase reporter, MG132, 8 h; 100% = twice DMSO control signal; activation, % at 9 µM;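 active = mean replicate activation of at least 50% with a set share of replicates each reaching 50%; inconclusive = only one of those two conditions met; inactive = mean below 50% and too few replicates reaching it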;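 note: 0% = median of the neutral control wells and 100% = twice that signal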
HSP90 inh – HSP90 refolding inhibition in rabbit reticulocyte lysate | AID 1789 | luciferase refolding luminescence, 3 h | inhibition, % at 5.6 µM | actives 0.91% (n = 290,000);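 active = inhibition above the screen-wide mean plus 3 SD, computed separately per campaign, cut at about 16% in these data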;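 note: 0% = DMSO wells and 100% = 60 µM geldanamycin wells; inhibitors lower the luminescence because luciferase stays unfolded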
IEC-6 tox – IEC-6 cytotoxicity, counter-screen for KLF5 inhibitors. AID 1825. luminescence viability. inhibition, % at 5 µM. actives 0.78% (n = 290,000); in the data active = inhibition above about 22%;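 note: 0% = plate median of test compound wells and 100% = cytotoxic reference compound wells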
GSK3A inh – inhibitors of human GSK-3 alpha kinase; actives 0.1% (n = 320,000); ADP-Glo luminescence, 60 min; inhibition, % at 10 µM;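 in the data active = inhibition above about 50%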;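 note: GST-tagged GSK-3 alpha with peptide substrate and 25 µM ATP; 0% = DMSO neutral wells and 100% = GW8510 positive control wells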
Target sequence (P49840 whole entry, looked up): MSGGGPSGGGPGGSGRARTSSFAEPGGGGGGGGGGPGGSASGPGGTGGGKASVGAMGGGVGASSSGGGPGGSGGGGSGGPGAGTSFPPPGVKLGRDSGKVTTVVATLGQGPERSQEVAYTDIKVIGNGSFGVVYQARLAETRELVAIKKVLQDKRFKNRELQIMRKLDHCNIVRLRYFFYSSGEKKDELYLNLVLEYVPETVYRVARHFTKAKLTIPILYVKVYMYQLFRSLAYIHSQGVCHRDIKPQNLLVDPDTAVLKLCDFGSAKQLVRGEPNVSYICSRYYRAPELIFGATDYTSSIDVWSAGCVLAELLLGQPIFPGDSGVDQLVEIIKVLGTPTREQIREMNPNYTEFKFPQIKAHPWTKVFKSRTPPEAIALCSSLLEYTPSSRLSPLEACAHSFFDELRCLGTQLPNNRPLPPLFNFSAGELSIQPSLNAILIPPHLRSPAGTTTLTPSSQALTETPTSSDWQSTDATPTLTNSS
Starred values were filed as active, the others as inactive; ? = inconclusive; · = not tested or not shown.

#1 O=C(CCC(NC(=O)OCc1ccccc1)C(=O)OCc1ccccc1)NCC(=O)OCc1ccccc1 (stereo not drawn)
#2 CCOc1ccccc1NC(=O)Cn1nnc(C(=O)NCc2ccco2)c1N
#3 CCOC(=O)N1CCC(NC(=O)c2cc(S(=O)(=O)N(CC)CC)ccc2F)CC1
#4 COc1ccc(C(=O)NC2CC3CCCC(C2)N3CC(C)C)cc1 (stereo not drawn)
#5 Cn1ncc(Oc2ccc([N+](=O)[O-])cc2)c(Cl)c1=O
#6 O=C(O)CP(=O)(O)O

assay / entry	1	2	3	4	5	6
AI-2 QS modul	21	19	-1	2	4	36
HSF1 inh	-1	-25	-2	-8	5	6
aSyn 5UTR inh	27	85*	3	-1	-66	6
HIF act	-0.5	2.0	-0.2	-0.1	-0.6	0.2
GSK3B inh	6	-3	3	-4	1	4
KLF5 inhibitor	-21	76*	-6	-47	2	11
HSF-1 act	-1	-41	3	0	24	-14
HSP90 inh	3	0	4	0	2	1
IEC-6 tox	0	87*	7	-1	-2	4
GSK3A inh	-4	7	0	0	-1	1

#7 O=C(NCC1CCCN(Cc2cccc(OCCO)c2)C1)c1ccc(F)cc1 (stereo not drawn)
#8 Cc1ccc(N2C(=O)CC(NNC(=O)c3cccc(S(=O)(=O)N4CCCC4)c3)C2=O)cc1 (stereo not drawn)
#9 CCOc1cc(/C=N/NC(=O)c2ccc(CN3CCOCC3)cc2)ccc1OCc1ccccc1
#10 CCCCCCCC(=O)N/N=C(\C)c1cccnc1
#11 O=C(O)/C(=C\c1ccco1)NC(=O)c1ccco1
#12 C[n+]1ccc(/C=C/c2ccc(Br)cc2)cc1

assay / entry	7	8	9	10	11	12
AI-2 QS modul	8	17	12	15	16	0
HSF1 inh	-2	-21	-18	-5	-8	-9
aSyn 5UTR inh	-4	7	10	-16	-19	-40
HIF act	0.1	-1.2	0.2	-0.4	-0.7	0.5
GSK3B inh	-2	-1	2	5	-1	-3
KLF5 inhibitor	3	-20	7	-21	-28	-18
HSF-1 act	-7	-14	-33	-6	-17	-7
HSP90 inh	2	5	0	-2	1	3
IEC-6 tox	5	-6	14	-4	-4	-2
GSK3A inh	1	-3	-2	0	-7	5

#13 CCCc1cc(=O)oc2cc(C)cc(O)c12
#14 COC(=O)c1c(-c2ccccc2)csc1NC(=O)CSc1ncnc2sc(C)c(C)c12
#15 CCn1c(SCC(=O)Nc2ccc(C(=O)OC)cc2)nnc1-c1cccs1
#16 O=C(COC(=O)c1cncc(Br)c1)Nc1nnc(-c2ccccc2)o1
#17 S=c1[nH]nc(-c2ccncc2)n1/N=C/c1ccccc1
#18 Cc1cc(C)c[n+](C2=C([O-])c3ccccc3C(=O)/C2=N\S(=O)(=O)c2cccs2)c1

assay / entry	13	14	15	16	17	18
AI-2 QS modul	17	25	15	11	33	6
HSF1 inh	0	8	·	-2	-2	11
aSyn 5UTR inh	23	11	16	-17	21	24
HIF act	-0.2	0.3	0.9	0.2	-2.2	0.1
GSK3B inh	-2	4	3	4	1	-25
KLF5 inhibitor	-34	-17	-9	-17	-17	-1
HSF-1 act	7	4	·	-1	-1	38
HSP90 inh	7	1	5	-2	-5	-2
IEC-6 tox	5	-6	0	-12	0	-5
GSK3A inh	3	-3	-3	-7	6	·

#19 CCCn1c(NC(=O)c2cccc(S(=O)(=O)N3CCCC3)c2)nc2ccccc21
#20 CC1=[N+]([O-])C(C)(C)CC(C)(C)c2ccccc21
#21 Cc1ccc(SCc2c(C(=O)N/N=C/C3CC=CCC3)nnn2-c2nonc2N)cc1 (stereo not drawn)
#22 CO/N=C/c1ccc(Sc2ccc(C)cc2)c([N+](=O)[O-])c1
#23 COc1cccc(CNS(=O)(=O)c2cc3c4c(c2)CCN4C(=O)CC3)c1
#24 COc1cccc(C2c3[nH]c4ccccc4c3CCN2C(=O)c2ccccc2F)c1OC (stereo not drawn)

assay / entry	19	20	21	22	23	24
AI-2 QS modul	15	32	23	21	86	34
HSF1 inh	-54*	4	2	1	-5	15
aSyn 5UTR inh	53	0	2	-32	-3	-1
HIF act	1.2	-0.6	0.7	-0.2	-43	-19
GSK3B inh	1	1	0	0	4	0
KLF5 inhibitor	-4	-21	-25	-8	·	-16
HSF-1 act	-52	-17	2	3	0	18
HSP90 inh	0	-3	-1	2	·	7
IEC-6 tox	-7	-2	-7	1	·	-1
GSK3A inh	0	2	0	·	3	1

Whole records, quoted from the list. Order of values: AI-2 QS modul | HSF1 inh | aSyn 5UTR inh | HIF act | GSK3B inh | KLF5 inhibitor | HSF-1 act | HSP90 inh | IEC-6 tox | GSK3A inh
Cc1cc(C)c[n+](C2=C([O-])c3ccccc3C(=O)/C2=N\S(=O)(=O)c2cccs2)c1 in the list: 6 | 11 | 24 | 0.1 | -25 | -1 | 38 | -2 | -5 | ·
CCOC(=O)N1CCC(NC(=O)c2cc(S(=O)(=O)N(CC)CC)ccc2F)CC1 in the list: -1 | -2 | 3 | -0.2 | 3 | -6 | 3 | 4 | 7 | 0

The list goes on:
#25 CNC(=O)C(=O)NCC1OCCCN1S(=O)(=O)c1cccs1 (stereo not drawn)
#26 CCOC(=O)N1CCN(c2c(NCc3ccc(F)cc3)c(=O)c2=O)CC1
#27 Cc1ccccc1OCC(=O)N/N=C/c1cn(Cc2ccccc2)c2ccccc12
#28 COc1ccc(Cl)cc1C(=O)NC(=S)Nc1nc(C)cc(C)n1
#29 CCn1c(SCC(=O)Nc2ccc(OC)cc2)nc2nc3c(cc2c1=O)COC(C)(C)C3
#30 C=CCNC(=O)/C(=C/c1cn(-c2ccccc2)nc1-c1cccc([N+](=O)[O-])c1)NC(=O)c1ccccc1

assay / entry	25	26	27	28	29	30
AI-2 QS modul	10	14	8	17	25	18
HSF1 inh	-5	-7	4	-10	·	5
aSyn 5UTR inh	10	-16	42	5	·	-4
HIF act	-0.2	2.2	-1.0	0.4	·	230*
GSK3B inh	1	3	-2	3	-2	2
KLF5 inhibitor	-7	41	-28	·	-8	-18
HSF-1 act	5	-11	12	5	·	8
HSP90 inh	-3	-4	2	·	3	0
IEC-6 tox	-3	8	-1	·	-3	3
GSK3A inh	0	1	-1	-2	-2	-4

#31 Cc1cc(C)cc(OCc2nnc(SCC(=O)c3ccccc3)o2)c1
#32 Cc1ccc(S(=O)(=O)N2CCCCC2CCNC(=O)C(=O)NC2CC2)cc1 (stereo not drawn)
#33 CCC1Oc2ccccc2N(CC(=O)NCCCN2CCN(CC)CC2)C1=O (stereo not drawn)
#34 CC(C)NC(=O)c1cnc(Sc2ncc(C(F)(F)F)cc2Cl)n1C
#35 COc1cc(-c2nnc(CSc3nnc(Nc4ccc(C(C)C)cc4)s3)o2)cc(OC)c1OC
#36 CCc1ccc(N2C(=O)C(Cl)=C(N3CCOCC3)C2=O)cc1

assay / entry	31	32	33	34	35	36
AI-2 QS modul	1	22	9	9	21	13
HSF1 inh	9	-6	-11	-2	28	-4
aSyn 5UTR inh	10	6	-12	15	-52	-11
HIF act	0.4	1.7	-0.1	-0.6	0.4	0.2
GSK3B inh	-4	3	-1	4	0	0
KLF5 inhibitor	7	·	-15	-2	8	-14
HSF-1 act	?	-2	-6	0	56*	2
HSP90 inh	5	·	0	-2	2	7
IEC-6 tox	6	·	-8	-5	-1	-6
GSK3A inh	-4	-3	9	-4	0	-2

#37 CCOc1ccc(CO/N=C/c2c(C)[nH]c(=O)[nH]c2=O)cc1
#38 CN1C=CC2=C(C#N)C(N)C(C#N)(C#N)C(c3ccccc3)C2C1 (stereo not drawn)
#39 O=C(O)/C=C/C(=O)NCCNc1ncc(C(F)(F)F)cc1Cl
#40 CCOc1ncccc1C(=O)N1CCN(C(=O)c2ccccc2)CC1
#41 COc1ccc(-n2nnnc2SCC(=O)N2CCN(C(=O)c3ccco3)CC2)cc1OC
#42 CCOc1ccc(Cc2c(Cl)nc(N)nc2Cl)cc1

assay / entry	37	38	39	40	41	42
AI-2 QS modul	-66	12	19	16	12	11
HSF1 inh	0	-4	3	-7	-4	-6
aSyn 5UTR inh	20	28	-44	-10	16	16
HIF act	-0.3	-0.5	-0.1	-0.2	0.0	0.4
GSK3B inh	0	-3	-4	-2	-3	0
KLF5 inhibitor	-15	8	5	-28	-4	-12
HSF-1 act	-6	-15	-1	-4	-3	-1
HSP90 inh	1	0	2	-6	-1	3
IEC-6 tox	-2	-4	0	-4	-6	3
GSK3A inh	1	·	1	0	1	-1

#43 CCc1cc2c(=O)n(Cc3ccco3)c(SCc3c(C)noc3C)nc2s1
#44 O=C(O)C1CCCN1c1ncccc1[N+](=O)[O-] (stereo not drawn)
#45 Cc1[nH]nc2c1-c1nc3ccccc3nc1C(C)(C)C2
#46 CN1c2ccccc2C(C)(C)C12CC(c1ccc(Cl)c(S(=O)(=O)N3CCCC3)c1)=NO2 (stereo not drawn)
#47 O=C(CN1CCOCC1)Nc1ncc(Cc2ccccc2Cl)s1
#48 COc1cccc(/C=N/n2c(-c3cccs3)n[nH]c2=S)c1

assay / entry	43	44	45	46	47	48
AI-2 QS modul	32	22	9	-3	-2	11
HSF1 inh	17	1	1	7	4	-1
aSyn 5UTR inh	34	16	17	16	15	19
HIF act	0.0	-0.6	-0.3	0.0	-0.1	-0.1
GSK3B inh	-3	0	-5	0	-18	1
KLF5 inhibitor	0	-23	19	-25	10	-30
HSF-1 act	6	3	16	15	-3	-9
HSP90 inh	4	6	2	-6	-3	7
IEC-6 tox	9	0	2	2	-2	4
GSK3A inh	-3	4	36	-2	14	1

#49 COc1ccc(CCNC(=O)CCC(=O)N2CC(C)Oc3ccccc32)cc1OC (stereo not drawn)
#50 CCc1nc(Nc2ccccc2O)c2oc3ccccc3c2n1
#51 O=C(Nc1ccc2oc(=O)ccc2c1)c1cccnc1
#52 OCCC1CN(Cc2ccccc2-c2ccco2)CCN1Cc1ccccc1 (stereo not drawn)
#53 Cc1ccc(S(=O)(=O)CCc2nnc(NC(=O)COc3cccc(C)c3)s2)cc1
#54 O=C(NCc1cccnc1)c1cccs1
#55 COc1ccc(NC(=O)C(c2ccc(C)cc2)N(C)C(=O)Cc2cccs2)cc1 (stereo not drawn)
#56 COC(=O)Cc1ccc(OCC(=O)Nc2ccc(OC(F)(F)F)cc2)cc1

assay / entry	49	50	51	52	53	54	55	56
AI-2 QS modul	12	29	7	27	37	-2	-6	19
HSF1 inh	-1	12	-3	6	-3	-5	0	-2
aSyn 5UTR inh	-4	3	-5	5	1	10	18	12
HIF act	-0.3	0.9	0.1	0.3	-0.2	0.0	0.2	0.3
GSK3B inh	2	0	1	2	4	5	1	1
KLF5 inhibitor	6	-20	-17	-20	-3	14	-37	3
HSF-1 act	19	-3	22	5	-9	-11	4	2
HSP90 inh	-2	-5	0	-5	-2	3	5	-4
IEC-6 tox	2	-2	-4	-3	-3	2	8	-6
GSK3A inh	-2	-3	4	1	0	-3	-9	-6
